# Screening data from PubChem BioAssay.
# PL biosyn Enam: animal cell phospholipid biosynthesis inhibition, Enamine screen. 20,000 tested, 0.4% active. calls only at 10 µM. AID 1347385. ZR-82 CHO cells, pyrene fatty acid UV survival, CellTiter Blue; peroxisome-deficient CHO-K1 mutant line; plus DGAT-1, DGAT-2 and ACAT inhibitors;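 active means cell survival signal 2 SD away from solvent-only control wells, confirmed on one or two retests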;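 further: 3 h compound exposure then viability read about one day after UV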
# Calls only; i = inactive. The list is partial (hit frequency here may not be typical).
SMILES,PL biosyn Enam
Brc1ccc(-c2nn3cc(-c4ccccc4)c4c3n2CCCC4)cc1,i
O=S(=O)(Nc1ccc(S(=O)(=O)C(F)F)cc1)c1ccc(F)c(F)c1F,i
C/[N+]([O-])=C\c1ccc(-c2ccccc2)cc1,i
Cc1nnc(CSc2nc(C3CC3)n(-c3ccccc3)n2)o1,i
Cc1nnc(SC(C)C(=O)NC2CCCCC2C)s1 (stereo not given),i
CS(=O)(=O)c1ccc(NCCN)c([N+](=O)[O-])c1,i
O=S(=O)(Nc1ccccc1)c1ccc(S(=O)(=O)N2CCCC2)cc1,i
c1coc(-c2nnc(SCc3nc4ccccc4o3)o2)c1,i
Cc1ccsc1/C=N/NC(=O)OC(C)(C)C,i
Nc1nc(SCc2cn3cc(Cl)ccc3n2)n[nH]1,i
CC(NC(=O)/C=C/c1cccs1)C1CC2CCC1C2 (stereo not given),i
FC(F)(F)c1nc(=S)c2ccccc2[nH]1,i
FC(F)(Cl)c1cc(-c2cccs2)nc2nc(NC3CCCCC3)sc12,i
CN=c1scc(-c2ccc(Cl)cc2Cl)n1/N=C/c1ccc(Cl)cc1,i
O=c1oc(-c2cccs2)nc2sc3c(c12)CCC3,i
O=C1CCCCCC1CN1CCCCC1 (stereo not given),i
C=CCNC(=S)Nc1nccs1,i
Cc1ccc(C2C=C(c3ccc(Cl)cc3)Nc3ncnn32)cc1 (stereo not given),i
O=[N+]([O-])c1cc(S(=O)(=O)C(F)(F)F)ccc1NCCc1nnc2ccccn12,i
CCOC(=O)c1c(C)[nH]c(C(=O)C(C)N2CCN(C(=O)OCC)CC2)c1C (stereo not given),i
O=c1nccc(C(F)(F)C(F)(F)F)[nH]1,i
O=C(COC(=O)C12CC3CC(CC(O)(C3)C1)C2)NC12CC3CC(CC(C3)C1)C2,i
O=[N+]([O-])c1ccc(Cl)c2cccnc12,i
S=C(NCC1CCCO1)Nc1ccc(Oc2ccc(NC(=S)NCC3CCCO3)cc2)cc1 (stereo not given),i
O=C(CSc1n[nH]c(=O)[nH]c1=O)N1CCOCC1,i
CC(=O)c1sc2nc(CN3CCN(C(=O)C4CCCO4)CC3)[nH]c(=O)c2c1C (stereo not given),i
CN1/C(=C2\C=NN(c3ccccc3)P2(=O)Nc2cc(Cl)ccc2Cl)C(C)(C)c2ccccc21 (stereo not given),i
COC(=O)c1sc(N)c(C(=O)OC)c1COC(=O)CCC1CCCCC1,i
CCn1c(=S)[nH]c2scc(-c3ccco3)c2c1=O,i
C=CCn1c(SCc2c(C)noc2C)nc2sc3c(c2c1=O)CCC(C)C3 (stereo not given),i
COc1ccc(C2=NN3C(C2)c2ccccc2OC32CCCC2)c(OC)c1 (stereo not given),i
COC(=O)C1=C(C)N=c2s/c(=C\c3ccc(C)o3)c(=O)n2C1c1cccs1 (stereo not given),i
COc1cc(C(c2c(C)[nH][nH]c2=O)c2c(C)[nH][nH]c2=O)cc(OC)c1OC,i
OCCN(CCO)CC(O)COc1cccc2ccccc12 (stereo not given),i
O=S(=O)([N-]c1nc2ccccc2nc1-[n+]1cccc(Cc2ccccc2)c1)c1ccc(Cl)cc1,i
Nc1ccc(S(=O)(=O)Nc2ccc([N+](=O)[O-])cc2O)cc1,i
COc1ccc(/C=C2\CCCC3=C2NC(SC)=NC3c2ccc(OC)cc2)cc1 (stereo not given),i
O=S(=O)(c1ccc2c(c1)OCCCO2)N1CCCC1,i
CN(C)CCCNC1CCS(=O)(=O)C1 (stereo not given),i
CNCc1c(C)nn(C2CCS(=O)(=O)C2)c1C (stereo not given),i
Cn1nnnc1SCc1nnc(-c2ccccc2Br)o1,i
O=C(CCCC(=O)OC1CSCCOCCOCCSC1)OC1CSCCOCCOCCSC1,i
C/C(=N\NC(=S)NC(C)C)c1ccc(Cl)s1,i
CN(C)CCC(=O)C12CC3CC(CC(C3)C1)C2,i
CCOC(=O)c1c(C)[nH]c(C(=O)OCC(=O)N(C)C2CCS(=O)(=O)C2)c1C (stereo not given),i
C/C=C/C=C/C(=O)OCc1cc(=O)n2cc(Br)ccc2n1,i
CCN=c1scc(-c2ccc(C)cc2)n1/N=C/c1ccc(F)cc1F,i
CCCCn1c(=O)[nH]c(=O)c2c1nc(COC(=O)C1=COCCO1)n2CC,i
Fc1ccc(C2=CC(c3ccc(F)c(F)c3)n3ncnc3N2)cc1 (stereo not given),i
O=C(CCc1ccsc1)Nc1nccs1,i
O=S(=O)(c1ccc(N2CCN(S(=O)(=O)c3ccc4c(c3)CCC4)CC2)nc1)N1CCCC1,i
S=c1[nH]n(Cc2ccccc2)c(=NCc2ccccc2)s1,i
O=C(NNC(=O)C12CC3CC(CC(C3)C1)C2)C1CC2C=CC1C2 (stereo not given),i
C(=N\NC1=Nc2cccc3cccc1c23)/c1cccc(Oc2ccccc2)c1,i
O=C(CN1C(=O)NC2(CCCCC2)C1=O)N1CCN(C(=O)c2cccs2)CC1,i
O=C(CSc1nc2sc3c(c2c(=O)[nH]1)CCC3)NCCCO,i
c1ccc2nc(Nc3ccc4c(c3)CCC4)ccc2c1,i
CC(=O)c1c(C)[nH]c(C(=O)COC(=O)c2ccc(C)s2)c1C,i
CN(C)S(=O)(=O)c1ccc(S(=O)(=O)NCCc2ccc(S(N)(=O)=O)cc2)cc1,i
S=C(Nc1cccc(I)c1)NC1CCCCC1,i
# (listing goes on)
SMILES,PL biosyn Enam
C/C(=N\NC(=O)OC(C)(C)C)c1cccs1,i
Cc1cc(-c2csc(N)n2)c(C)s1,i
COCCNC(=S)NNC(=O)C(=O)NNC(=S)NCCOC,i
CC(C)(C)c1cc[n+](C(C(=S)NC2CC2)=C([O-])c2ccc(Cl)s2)cc1,i
NC(N)=N/N=C/C(Br)=C/c1ccccc1,i
CC1Sc2nnc(C3CCCO3)n2N=C1c1ccc2c(c1)CCC2 (stereo not given),i
C=CCNC(=O)NC(=O)CN1C(=O)NC2(CCCCC2)C1=O,i
O=C1NC(=O)/C(=C/c2ccc(F)cc2)S1,i
CC1CCc2c(sc3nc(CN4CC(C)OC(C)C4)[nH]c(=O)c23)C1 (stereo not given),i
Cc1nn(CC(=O)OCC(=O)c2cc(C)n(Cc3ccco3)c2C)c(C)c1[N+](=O)[O-],i
CC(Sc1nnnn1C1CCCC1)C(=O)N1CCNC1=O (stereo not given),i
CN(CC(=O)NC(C)(C)C)CC(N)=S,i
CCOC(=O)c1cc2c(=O)n3cccc(C)c3nc2n(CC2CCCO2)c1=NC(C)=O (stereo not given),i
COCCC1=NN(c2c(Cl)cc(Cl)cc2Cl)C(O)(C(F)(F)F)C1 (stereo not given),i
O=c1cc(CSc2nnc(-c3sc4ccccc4c3Cl)o2)nc2sccn12,i
Cc1csc(=Nc2ccccc2)n1C1CCCC1,i
CC(C)NC(=S)Nc1ccccn1,i
O=[N+]([O-])c1c2n(c(C3CCCC3)nc1=S)CCCCC2,i
S=c1[nH]nc(C2CC2)n1Cc1ccccc1,i
COCCN=c1scc(-c2cc(OC)ccc2OC)n1/N=C(\C)c1cc(OC)ccc1OC,i
CCn1c2ccccc2c2cc(P(=Nc3cccc4ccccc34)(N3CCCC3)C(C)(C)C)ccc21 (stereo not given),i
CCSc1nc(C)[nH]c(=O)c1[P+](c1ccccc1)(c1ccccc1)c1ccccc1,i
Cc1cccc[n+]1CC(=O)/C=C1\N(C)c2ccccc2C1(C)C,i
O=S(=O)(c1ccc(N2CCN(S(=O)(=O)c3ccc4c(c3)CCC4)CC2)nc1)N1CCCCC1,i
O=S(=O)(NNc1c(F)c(F)cc(F)c1F)c1ccccc1,i
Cc1nnc(CSc2nnc(-c3ccco3)n2C)o1,i
Nc1scc(-c2cccs2)[n+]1CCCS(=O)(=O)[O-],i
CCN(CC)c1ccc(NC(=S)NC(C)C)cc1,i
Cc1cc(C(=O)Cn2cc(S(=O)(=O)N3CCCC3)ccc2=O)c(C)n1C1CC1,i
Cc1nn(Cc2cc(=O)n3ccsc3n2)c(C)c1[N+](=O)[O-],i
CCOC(=O)c1[nH]c(COC(=O)Cc2ccsc2)c(C(=O)OCC)c1C,i
CC(C)(C)C(N)=O,i
O=C(CC12CC3CC(CC(Br)(C3)C1)C2)NCC1CCCO1 (stereo not given),i
Clc1c(-c2nnc(SCc3nc4ccccc4s3)o2)sc2ccccc12,i
O=c1cc(CN2CCc3ccccc32)c2cc3c(cc2o1)CCC3,i
COC(=O)c1ccc(COC(=O)c2cnccn2)o1,i
Cc1ccn2cc(-c3ccc(F)cc3)nc2c1,i
O=C(O)C1CCN(S(=O)(=O)c2cccs2)CC1,i
Cc1csc(N=CN(C)C)n1,i
FC(F)(F)c1cnc(NNC(=S)Nc2ccc(Cl)cc2Cl)c(Cl)c1,i
O=c1cc(-c2nc3ccccc3s2)c2ccccc2[nH]1,i
C=C(C)CNC(=S)N/N=C/C1=CCC2CC1C2(C)C (stereo not given),i
COc1cc(OC)cc(C(=O)Nc2nc3ccc(OC)cc3s2)c1,i
COc1cccc(/C=N/N(C)C)c1OC,i
O=C1c2ccccc2C(=O)N1c1ccccc1S(=O)C(F)(F)C(F)(F)C(F)(F)F (stereo not given),i
C=C(C)CN=c1scc(-c2ccc(C)cc2)n1/N=C/c1c[nH]c2ccc(Br)cc12,i
OC1CCC(Nc2ccnc3cc(Cl)ccc23)CC1 (stereo not given),i
CCCCCCCOc1ccc(/C(C)=N/OC)cc1,i

# 2 entries from above, as labelled records:
smiles: Cc1ccc(C2C=C(c3ccc(Cl)cc3)Nc3ncnn32)cc1 (stereo not given)
  PL biosyn Enam: i
smiles: O=[N+]([O-])c1cc(S(=O)(=O)C(F)(F)F)ccc1NCCc1nnc2ccccn12
  PL biosyn Enam: i

# Carrying on:
SMILES,PL biosyn Enam
N=C1C(c2nc3ccccc3s2)=C(O)CN1CC12CC3CC(CC(C3)C1)C2,i
Cc1cc(C[n+]2cc(Cl)ccc2N)c2ncccc2c1,i
Cc1nnc(N(CCC(N)=O)CCC(N)=O)s1,i
CCN(CC)C(N)=S,i
c1c[nH]c(-c2nnc(SCc3ccc4c(c3)OCO4)o2)c1,i
Cc1nnc2n1N=C(c1ccc(OC(F)F)cc1)C(C)S2 (stereo not given),i
O=C(Nc1nn2cnnc2s1)c1ccco1,i
c1csc(C2C3=C(Nc4ncnn42)c2ccccc2CC3)c1 (stereo not given),i
FC(F)(F)c1cnc(N/N=C/c2ccc(Br)cc2)c(Cl)c1,i
COc1ccc(OCCSc2nnc(-c3ccc4c(c3)OCO4)o2)cc1,i
O=C1CC(c2ccc3c(c2)OCCO3)Oc2ccc(Br)cc21 (stereo not given),i
Oc1ccc(-n2nnnc2SCc2nc3ccccc3o2)cc1,i
Cn1nnnc1SCC(=O)Nc1sccc1C(N)=O,i
O=C1CC2(CCCC2)C(=O)N1CN1CCN(S(=O)(=O)c2ccc(F)cc2F)CC1,i
O=C(Cn1nc2c(cc1=O)CCCC2)NCc1ccco1,i
CC(C)C1NC(=O)NC1=O (stereo not given),i
O=C(CN1C(=O)NC2(CCCCCCC2)C1=O)c1ccc(Cl)s1,i
Cc1nc2c(cc(Oc3ncc(Cl)cc3Cl)c3ccsc32)s1,i
Cc1cc(C(=O)COC(=O)c2cc3c(s2)CCC3)c(C)n1-c1nccs1,i
CCCn1c(SCC(=O)c2cc(C)n(CC)c2C)n[nH]c1=O,i
Cc1cccn2c(=O)cc(CSc3nnc(-c4cccs4)n3C3CC3)nc12,i
CC(C)c1nc(=S)[nH][nH]1,i
Nc1cc(=O)[nH]c(SCC(=O)c2ccco2)n1,i
Oc1ccc(Br)cc1/C=N/Nc1ccc(F)cc1F,i
CSc1nc2c3ccccc3ncn2n1,i
Cn1cnnc1SCC(=O)c1ccco1,i
C=CC[n+]1cc(-c2ccccc2)n2c1CCCCC2,i
c1ccc(-c2cc(-c3nc4c5c6c(sc5ncn4n3)CCCC6)c3ccccc3n2)nc1,i
CC(C)Oc1ccc2c(=O)c(Oc3ccc(F)cc3)coc2c1,i
CC1(C)C2CCC1(CS(=O)(=O)N1CCN(S(=O)(=O)c3cccs3)CC1)C(=O)C2 (stereo not given),i
CN1c2ccccc2C(C)(C)C12C=Cc1cc([N+](=O)[O-])ccc1O2 (stereo not given),i
CC(=O)C(Sc1ncnc2sc3c(c12)CCCC3)C(C)=O,i
CCOC(=O)C1=C(C)N(C)C(=O)NC1c1ccc(C)s1 (stereo not given),i
COc1cc(/C=N/NP2(=O)C=C(c3ccccc3)OC(c3ccccc3)=C2)ccc1O,i
O=C(O)CCC(=O)N1CCOCC1,i
O=C1CNC(=S)N1C1CCCCCC1,i
CC(Sc1nnc(-c2cccs2)n1C1CC1)c1nnc(-c2cccs2)o1 (stereo not given),i
FC(F)(F)c1cccc(CNCC2COc3ccccc3O2)c1 (stereo not given),i

# Twelve compounds out of the list, sorted by length of the SMILES, highest first:
SMILES,PL biosyn Enam
CC1(C)C2CCC1(CS(=O)(=O)N1CCN(S(=O)(=O)c3cccs3)CC1)C(=O)C2 (stereo not given),i
c1ccc(-c2cc(-c3nc4c5c6c(sc5ncn4n3)CCCC6)c3ccccc3n2)nc1,i
COc1cc(/C=N/NP2(=O)C=C(c3ccccc3)OC(c3ccccc3)=C2)ccc1O,i
CN1c2ccccc2C(C)(C)C12C=Cc1cc([N+](=O)[O-])ccc1O2 (stereo not given),i
CC(Sc1nnc(-c2cccs2)n1C1CC1)c1nnc(-c2cccs2)o1 (stereo not given),i
CC(C)Oc1ccc2c(=O)c(Oc3ccc(F)cc3)coc2c1,i
CCOC(=O)C1=C(C)N(C)C(=O)NC1c1ccc(C)s1 (stereo not given),i
FC(F)(F)c1cccc(CNCC2COc3ccccc3O2)c1 (stereo not given),i
C=CC[n+]1cc(-c2ccccc2)n2c1CCCCC2,i
Oc1ccc(Br)cc1/C=N/Nc1ccc(F)cc1F,i
CC(C)c1nc(=S)[nH][nH]1,i
CSc1nc2c3ccccc3ncn2n1,i
